Pol kappa inh – inhibitors of human DNA polymerase kappa; AID 588579; Q9UBT6; purified Pol kappa, fluorescent DNA synthesis assay, 10 min; hit rate 0.53% among 400,000; Potency, µM (titrated, usually from 107 µM), inactives show top-dose activity, negative = inhibition, usual class: inhibitors; also: potency is read from the fitted curve at half-maximal effect; % is scaled to controls: 0 for no effect and ±100 for the full control effect
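Here, compound and 10 nM enzyme are combined for 15 min at room temperature; adding 50 nM substrate (final) starts DNA synthesis, tracked by fluorescence at 0 and 10 min against buffer-only wells.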
ALOX12 inh – blocks human arachidonate 12S-lipoxygenase | purified 12hLO, xylenol orange hydroperoxide absorbance | Potency, µM (titrated, usually from 108 µM), without a hit: top-dose activity change, negative = inhibition, usual class: inhibitors | hit rate 1.1% among 580,000 | AID 1671190; also: potency is read from the fitted curve at half-maximal effect; % is scaled to controls: 0 for no effect and ±100 for the full control effect
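Purified human 12hLO at 150 nM in 25 mM Hepes, 0.01% Triton X-100, pH 7.0, preincubated 15 min at room temperature with compound. Reaction started with 40 uM arachidonic acid, 30 min at room temperature. Hydroperoxide measured by Fe-xylenol orange, 573/405 nm absorbance ratio.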
LDHA block – blocks human lactate dehydrogenase A. purified LDHA, NADH/diaphorase-resazurin fluorescence; stronger effect = lower value. activity change, % (values are at about 110 or 230 µM). hit rate 0.15% among 480,000. AID 1347041; in the data active = activity change below about -30%; inconclusive = mostly about -25% to -30%;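 also: plate controls were DMSO wells for no effect and wells without enzyme for full effect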
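LDH5 2 nM; NADH 0.06 mM, pyruvate 0.2 mM; 200 mM Tris pH 7.4, EDTA, Tween-20; 5 min RT. Detection: diaphorase 0.133 mg/mL + resazurin 37 µM, fluorescence ex540/em590 at 0 and 20 min; normalized to enzyme-free and DMSO wells.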
Apoferritin bind – candidate novel general anesthetic via apoferritin binding; AID 485281; Potency, µM (top dose mostly 77.5 µM), inactives show at the highest dose activity change, negative = displacement, hits mostly inhibitors; hit rate 0.074% among 350,000; P02791; apoferritin/1-aminoanthracene competitive binding, fluorescence; also: potency is read from the fitted curve at half-maximal effect; % is scaled to controls: 0 for no effect and ±100 for the full control effect; nearly all actives have a fitted effect of over 20% in size
Target sequence (P02791 2-175 limits assumed): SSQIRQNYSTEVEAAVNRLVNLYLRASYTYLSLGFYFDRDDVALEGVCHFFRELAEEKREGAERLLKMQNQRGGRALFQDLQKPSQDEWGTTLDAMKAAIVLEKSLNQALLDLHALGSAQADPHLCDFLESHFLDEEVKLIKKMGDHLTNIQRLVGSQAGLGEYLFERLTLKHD
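Read-out: endpoint 1-AMA fluorescence, excitation 380 nm and emission 535 nm, after compounds sit 10 min at room temperature with 10 uM horse-spleen apoferritin in 50% saturated 1-AMA/PBS. Values come from four-parameter Hill fits.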
ERG-DNA inh – ERG Ets/DNA interaction inhibition; hit rate 0.028% among 370,000; Potency, µM (series often up to 76.9 µM), for the others: at the top dose FP activity, negative = inhibition, hits mostly inhibitors; P11308; fluorescence polarization, His-ERG Ets domain / labelled DNA; active = well fitted inhibition curve with a large enough effect in the polarisation, with a control signal flat; inconclusive = small, poorly fitted or top-dose-only effect, or effect the other way, or a change in a side signal; inactive = no such curve, though single readings can be large or run the other way; the % refers to the polarisation;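 also: polarization taken with two DNA probes labelled with fluorescein and Texas red; potency is read from the fitted curve at half-maximal effect; % of control where 0% means no effect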
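His-tagged ERG Ets domain (1 uM in the protein solution; 300mM KCl, 50mM Tris-HCl, 1mM EDTA, 1mM DTT, pH 7.5) received compound, then a probe mix of 5 nM fluorescein-DNA and 100nM Texas-615-DNA. Fluorescence polarization was read for both dyes.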
POLB inh – DNA polymerase beta (human) inhibition | P06746 | Pol beta primer extension/strand displacement, fluorescence kinetic | Potency, µM (doses to about 114 µM), inactives show at the highest dose activity change, negative = inhibition, hits mostly inhibitors | hit rate 1.3% among 340,000 | AID 485314; also: potency is read from the fitted curve at half-maximal effect; % is scaled to controls: 0 for no effect and ±100 for the full control effect
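Homogeneous kinetic assay of primer extension and strand displacement by 10 nM Pol beta, preincubated 15 min at room temperature with compound before 50 nM substrate (final) was added. Read at 0 and 10 min; four-parameter Hill fit.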
Pol eta inh – DNA polymerase eta (human) inhibition; recombinant Pol eta, fluorescent DNA replication assay; Potency, µM (doses to about 114 µM), inactives show at the top dose activity change, negative = inhibition, most hits filed as inhibitors; AID 588591; hit rate 1.2% among 390,000; also: potency is read from the fitted curve at half-maximal effect; % is scaled to controls: 0 for no effect and ±100 for the full control effect
Target sequence (Q9Y253 whole entry, looked up): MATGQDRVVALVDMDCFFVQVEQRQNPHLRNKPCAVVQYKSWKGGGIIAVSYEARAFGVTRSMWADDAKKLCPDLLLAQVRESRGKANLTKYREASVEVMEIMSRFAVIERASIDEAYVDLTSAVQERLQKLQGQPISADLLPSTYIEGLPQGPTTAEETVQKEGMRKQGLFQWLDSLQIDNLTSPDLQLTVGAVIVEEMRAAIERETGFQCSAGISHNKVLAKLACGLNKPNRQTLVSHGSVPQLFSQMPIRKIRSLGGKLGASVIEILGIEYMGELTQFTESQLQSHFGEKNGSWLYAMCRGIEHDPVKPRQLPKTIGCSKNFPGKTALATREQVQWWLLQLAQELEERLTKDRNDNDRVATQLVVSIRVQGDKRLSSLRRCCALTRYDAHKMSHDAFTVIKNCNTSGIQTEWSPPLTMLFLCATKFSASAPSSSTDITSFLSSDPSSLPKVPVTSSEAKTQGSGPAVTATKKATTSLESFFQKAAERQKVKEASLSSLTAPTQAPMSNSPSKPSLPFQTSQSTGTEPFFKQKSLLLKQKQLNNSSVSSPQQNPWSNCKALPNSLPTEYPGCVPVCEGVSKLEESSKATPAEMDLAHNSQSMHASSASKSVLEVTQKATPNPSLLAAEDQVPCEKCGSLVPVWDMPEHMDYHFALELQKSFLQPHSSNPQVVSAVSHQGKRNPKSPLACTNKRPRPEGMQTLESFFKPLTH
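Fluorescent replication assay: 50 nM final substrate added after a 15 min room-temperature compound preincubation with 10 nM enzyme. Signal taken at 0 min and again at 10 min.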
APE1 inh – inhibitors of human APE1 endonuclease; P27695; recombinant APE1, TAMRA/BHQ-2 abasic DNA cleavage fluorescence; Potency, µM (doses to about 65.8 µM), without a hit: at the top dose activity change, negative = inhibition, hits mostly inhibitors; hit rate 0.35% among 350,000;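 also: potency is read from the fitted curve at half-maximal effect; plate controls were vehicle for no effect and reference inhibitor for full effect; nearly all actives have a fitted effect of over 55% in size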
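APE1 at 0.75 nM final was preincubated with compound 15 min at room temperature, then 50 nM double-stranded THF abasic-site substrate (5'-TAMRA/3'-BHQ-2) was added. Fluorescence (ex 525/em 598 nm) was read kinetically; third-minus-first read gave activity.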
RGS4 inhibitor – inhibitors of human regulator of G protein signaling 4 | Potency, µM (doses to about 114 µM), without a hit: at the highest dose activity change, negative = inhibition, usual class: inhibitors | Transcreener GDP fluorescence polarization, RGS4-accelerated GTP hydrolysis | AID 504845 | hit rate 0.039% among 390,000; also: potency is read from the fitted curve at half-maximal effect; % is scaled to controls: 0 for no effect and ±100 for the full control effect; nearly all actives have a fitted effect of over 75% in size; some results filed as inactive show a strong effect at the top dose
Target sequence (P49798 whole entry, looked up): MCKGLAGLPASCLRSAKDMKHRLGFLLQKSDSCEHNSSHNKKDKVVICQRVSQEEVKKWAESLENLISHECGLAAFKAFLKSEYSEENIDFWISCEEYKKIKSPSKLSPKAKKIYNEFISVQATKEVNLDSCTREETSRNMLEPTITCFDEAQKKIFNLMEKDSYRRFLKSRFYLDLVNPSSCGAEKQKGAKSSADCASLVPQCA
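MLSMR compounds (23 nl, pin-transferred) preincubated 10 min at room temperature with a 500nM (2x) first reagent, then RGS4 at 900nM (2x) plus Transcreener GDP mix added; fluorescence polarization (620/688 nm) read before and after 90 min at 30 °C.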
* marks the source's active call; other numbers are inactive results; ? = inconclusive; . = no result given; & = joins results of further samples; [ ] = remark or other dose. Unless noted, calls follow the shape of the dose curve; as a rule, active = well fitted curve in the direction sought with a large enough effect; inconclusive = small, poorly fitted or top-dose-only effect, or another doubt; inactive = no such curve, though single readings can be large; an effect the other way counts as inactive or inconclusive. Some of the compounds tested. The share of hits here may be higher or lower than overall.

molecule | Pol kappa inh | ALOX12 inh | LDHA block | Apoferritin bind | ERG-DNA inh | POLB inh | Pol eta inh | APE1 inh | RGS4 inhibitor
CC(=O)c1ccc(C(C)(C)c2ccc(C(C)=O)s2)s1 | -8% | 1% | -7 | ? | 6% | 0% | -10% | 10% | -11%
Cc1cc(NS(=O)(=O)c2ccc(NC(=O)Nc3ccc4c(c3)OCO4)cc2)no1 | -23% | -27% | 2 | 0% | -14% | 10% | -4% | 5% | 27%
CCC(C)C(NS(=O)(=O)c1ccc(C)cc1)C(=O)Oc1ccc2c3c(c(=O)oc2c1)CCC3 (centres undefined) | -12% | 9% | 3 | ? | 2% | 24% | -15% | -6% | -10%
NC(=O)CC1C(=O)N(c2ccccc2)C(=S)N1NC(=O)c1ccccc1 (centres undefined) | -2% | 22% | 3 | 3% | 1% | 35% | 6% | -9% | 2%
CCCCCCCCCCCCCCCC(=O)OC/C=C(C)/C=C/C=C(C)/C=C/C1=C(C)CCCC1(C)C | -1% | 20% | 5 | 4% | 15% | . | 3% | -22%&-8% | -3%
O=[N+]([O-])c1c(NCCO)cc(N2CCCCC2)c2nonc12 | -5% | ? | 6 | -13% | 5% | 2% | -17% | -3% | -10%
Cc1cccc(N(C)C(=S)Oc2ccc3ccccc3c2)c1 | ? | 6% | 0 | 79%[activator] | 179%[activator] | 16% | -21% | -2% | -22%
COc1cc(-c2nc(Cn3nnc(C(=O)Nc4ccccc4)c3C)c(C)o2)cc(OC)c1OC | -12% | -12% | -8 | 2% | 1% | -24% | -7% | . | 6%
CCC(C)NC(=O)c1ccc(Cl)c(S(=O)(=O)Nc2ccccc2N2CCOCC2)c1 (centres undefined) | -4% | -5% | -4 | . | -3% | . | -16% | 53%[activator] | -9%
CCc1c(C)c(C#N)c2[nH]c3ccccc3n2c1=S | -11% | ? | 18 | -3% | -1% | -2% | -7% | 16% | ?
CN1C(=O)C(O)(CC(=O)c2ccccn2)c2cc(Br)ccc21 (centres undefined) | -2% | ? | 8 | -9% | -8% | -5% | -16% | -2% | -2%
CC(=O)NC1C(=O)N=C(SCC(=O)Nc2cccc(Cl)c2)NC1=O (centres undefined) | -2% | -3% | -3 | -6% | -2% | -21% | -18% | -4% | -25%
COc1cc(Nc2nc(SCC(=O)c3ccc(Cl)c(Cl)c3)nc3ccccc23)cc(OC)c1 | -1%[60.1 µM] | -15% | -2 | -7% | 19% | ? | -10% | . | -24%
O=c1nccc(N/N=C/c2ccccc2)[nH]1 | -8% | -25% | 1 | ? | 1% | -2% | 7% | 11% | 2%
O=Cc1c(-c2ccccc2)nc2ccccn12 | -16% | -8% | -5 | 8% | -7% | 3% | -14% | -3% | 3%[11.4 µM]
CC1(C)Cc2c(sc3[nH]c(=S)n(Cc4ccco4)c(=O)c23)CO1 | -6%[60.1 µM] | ? | -4 | -15% | . | -11% | -6% | 35µM* | -36%
CCCN(CCC)C(=O)C(c1ccccc1)C1(O)CCCCC1 (centres undefined) | 3% | -2% | 4 | . | 20% | . | -16% | . | -11%
CN(C(=O)COC(=O)c1ccc(CN2CCCC2=O)cc1)c1ccccc1 | 10% | 22% | 1 | . | -2% | . | -7% | 1% | -21%
COc1ccc(-n2nc3ccc(NC(=O)COc4ccc(C)c(C)c4)cc3n2)cc1 | 9% | ? | 1 | -11% | 2% | 21% | 5% | . | 8%
COc1ccccc1C(=O)Nc1c(C)cc(Br)cc1C | -28% | -1% | -2 | -20% | 3% | 3% | -8% | 19% | 13%
CCCCC(=O)NC(NC(=S)N1CCCCCC1)C(Cl)(Cl)Cl (centres undefined) | -2% | 3% | -8 | 0% | -9% | 30% | -6% | -1% | 27%
CCCNC(=O)NC(=O)CSc1nnc(C)n1N | -2% | 426%[activator] | -8 | -7% | -2% | 3% | -14% | 1% | -19%
CCOc1ccccc1CNC(=O)c1cnc2sc(N3CCOCC3)nn2c1=O | -6% | -11% | -7 | 3% | 2% | 2% | -1% | . | -6%
Cc1ccc2c(Cl)cc(Cl)c(OCC(=O)NCCc3ccccn3)c2n1 | -6% | -4% | 4 | -22% | -3% | -1% | 7% | -1% | -7%
COc1cccc(C(=O)NCc2ccc3[nH]c(C)cc3c2)c1 | 3% | 1% | -1 | -12% | -4% | 2% | -8% | 1% | -1%
CN(C)S(=O)(=O)c1cccc(CSCc2cccc(S(=O)(=O)N(C)C)c2)c1 | -2% | -11% | -4 | 0% | -2% | 35% | -16% | -10% | 2%
COc1ccc(/C=N/Nc2nccnc2Cl)c(OC)c1 | -4% | 11% | -3 | -15% | 8% | 8% | -21% | 18% | -2%
C=C(C)CSc1nnc2[nH]c(=O)cc(N)n12 | 2% | 39%[activator] | -5 | . | -3% | . | 2% | . | 5%
CCN1CCN(Cc2c(C(=O)N/N=C(\C)c3ccc(Cl)cc3)nnn2-c2nonc2N)CC1 | -3% | ? | 0 | 1% | -5% | 23% | -5% | 19% | -13%
C=CCn1c(SCC(=O)NCC2CCCO2)nc2sc(CC)cc2c1=O (centres undefined) | 2% | 353%[activator] | -1 | . | -6% | . | -7% | ? | -21%
CCOC(=O)c1ccc(N2CCN(c3cc(Cl)ccc3C)CC2)c(NC(=O)Nc2cccc(OC)c2)c1 | 1%[60.1 µM] | -17% | 1 | 3% | 7% | 0% | -19% | . | -9%
CCOC(=O)C1CCCN(c2nc3c(S(=O)(=O)c4ccc(CC)cc4)nnn3c3ccc(Cl)cc23)C1 (centres undefined) | -3% | 0% | -7 | 74%[activator] | 2% | -1% | -29% | . | -8%
CC(=O)Nc1ccc(NC(=O)c2ccnn2C)cc1 | 1% | 9% | -9 | . | 2% | . | 0% | . | 17%
COc1ccccc1NC(=O)Cn1cc(S(=O)(=O)Cc2ccccc2)c2ccccc21 | -23% | ? | 8 | ? | -1% | ? | 79µM* | . | -20%
Cc1cc2cc3c(cc2nc1SCC(=O)O)CCC3 | 2% | -3% | 0 | -4% | -6% | -4% | -13% | 3% | -4%
O=C(Nc1ccc2c(c1)OCO2)c1cccc2c1C(=O)N(Cc1cccnc1)C2 | -12% | -25% | -1 | -4% | 3% | 40µM* | ? | ? | -13%
O=C(NCC1CCCCC1)c1cccnc1 | 0% | -11% | -9 | ? | 1% | 2% | -12% | -6% | -2%
Nc1cc([N+](=O)[O-])ccc1OCc1ccccc1 | -3% | 2% | -4 | . | . | . | -9% | . | -17%
Cc1ccc(C2=Nc3ccccc3SC(c3cccc([N+](=O)[O-])c3)C2)cc1 (centres undefined) | 6% | -26% | -1 | ? | 7% | 5% | -27% | -5% | -19%
O=C(Nc1ccccc1)c1ccncc1 | 1% | 0% | -4 | -4% | 4% | 57% | -10% | 15% | -8%
CSCCC1NC(=O)C(C(C)=Nc2ccccc2)=C1O (centres undefined) | -3% | -19% | -9 | . | . | . | -20% | . | -8%
COc1ccc(CN2CCC(CNC(=O)NC3CCCCC3)CC2)cc1 | -9% | 3% | -2 | -9% | -1% | -2% | -7% | 3% | -7%
CCOc1cc(/C=N/Nc2ncnc(Cl)c2N)ccc1O | -25% | -14% | -1 | 1% | 0% | ? | -30% | -1% | -9%
CC1(C)CC(=O)C=C(N2CCOCC2)C1 | 2% | -77% | -5 | -4% | -5% | 14% | -4% | 1% | 0%
O=C(C1=C[C@@H](c2csc3ccccc23)C[C@@H](OCc2ccc(CO)cc2)O1)N1CCN(Cc2ccc3c(c2)OCO3)CC1 | 8% | ? | 3 | 8% | -8% | 5% | -6% | -5% | -11%
Cc1cccc(N(CC(=O)NCCSCc2ccccc2)S(C)(=O)=O)c1 | 0% | -11% | -2 | -11% | -11% | -8% | -4% | 0% | 11%
O=C(NCC1CCCO1)c1onc(CSc2cccc3ccccc23)c1C(=O)O (centres undefined) | -6% | -11% | -3 | ? | 14% | 35% | -2% | -1% | 14%
Cc1ccc(S(=O)(=O)c2ccc(Cl)cc2)cc1S(=O)(=O)N1CCOCC1 | -8% | -28% | -12 | -18% | 6% | 1% | -11% | -4% | 16%
O=C(C[N+]1(CC#Cc2ccccc2)CCOCC1)c1ccccc1 | -1% | ? | 10&0 | -3% | 2% | 12% | -24% | -1% | -32%
CN(C)c1ccc(N/C(=N\S(=O)(=O)c2cccs2)c2ccccc2)cc1 | 4% | ? | 2 | -21% | 5% | 1%[57.1 µM] | -14% | 4% | 9%
CC(=O)c1sc(NC(=O)c2ccc(F)c(F)c2)nc1C | -9% | 3% | -5 | -5% | -2% | -1% | 5% | -5% | 4%
O=C(C[n+]1ccc(C(=O)c2ccccc2)cc1)Nc1ccc(C(F)(F)F)cc1 | -6% | ? | 16 | -14% | -6% | ? | 1% | -3% | 12%
O=C(N/N=C/c1ccccc1[N+](=O)[O-])c1ccc2c(c1)OCCO2 | -9% | -17% | -8 | -4% | -3% | 43% | -14% | 1% | 2%
Cc1ccc(-c2nc3scc(CCNC(=O)c4cccc(Br)c4)n3n2)cc1 | -11%[60.1 µM] | ? | -1 | -4% | 1% | 0% | -14% | . | -4%
c1ccc(Nc2c(-c3c[nH]c4ccccc34)nc3ccccn23)cc1 | 2% | -24% | -1 | 2% | -2% | 10% | -7% | . | -18%

From PubChem
